Assay outcomes from PubChem.
S-ASM inh = blocks human secretory acid sphingomyelinase; P17405; Potency, µM (titrated, usually from 57.5 µM), without a hit: at the top dose activity change, negative = inhibition, actives largely listed as inhibitors; 0.006% of 340,000 active; placental ASM, HMU-PC fluorogenic substrate, 60 min; also: potency is read from the fitted curve at half-maximal effect
Target sequence (P17405 47-631 limits assumed): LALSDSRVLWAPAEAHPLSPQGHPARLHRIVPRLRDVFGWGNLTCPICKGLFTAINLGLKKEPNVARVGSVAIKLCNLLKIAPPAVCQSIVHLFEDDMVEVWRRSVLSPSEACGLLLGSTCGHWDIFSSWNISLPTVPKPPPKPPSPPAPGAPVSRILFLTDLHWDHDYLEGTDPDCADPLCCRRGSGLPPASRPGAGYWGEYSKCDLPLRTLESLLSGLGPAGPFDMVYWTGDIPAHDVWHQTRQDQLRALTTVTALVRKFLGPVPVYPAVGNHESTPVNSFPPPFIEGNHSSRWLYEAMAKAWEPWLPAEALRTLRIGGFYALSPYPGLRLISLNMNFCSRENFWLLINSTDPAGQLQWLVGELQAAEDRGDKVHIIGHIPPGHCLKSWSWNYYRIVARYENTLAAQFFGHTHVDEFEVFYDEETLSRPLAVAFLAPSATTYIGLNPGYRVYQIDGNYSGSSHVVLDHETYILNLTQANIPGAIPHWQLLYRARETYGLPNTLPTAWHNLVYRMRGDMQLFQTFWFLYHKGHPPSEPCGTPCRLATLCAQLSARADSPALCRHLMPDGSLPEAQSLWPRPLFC
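qHTS format. ASM enzyme prepared from human placenta hydrolyses the fluorogenic substrate HMU-PC0 (9 uM final) over 60 min at 37 °C after a 10 min compound preincubation.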
a7 integrin act = integrin-mediated muscular dystrophy alleviation activation; Potency, µM (titrated, usually from 38.3 µM), for the others: at the highest dose activation, most hits filed as activators; alpha7betagal myoblasts, beta-gal FDG fluorescence, 48 h; 0.064% of 350,000 active;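 also: potency is read from the fitted curve at half-maximal effect; 100% = response of the positive control SU9516; nearly all actives have a fitted effect of over 60% in size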
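alpha7betagal+/- myoblasts (passage 13, 250/well) treated 48 h at 37C with compounds at 1:260 dilution of DMSO stock. Lysed, then beta-galactosidase activity read as FDG fluorescence (ex 480/em 540) after 30 min, with pre-read for autofluorescence.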
USP2a inh = blocks human ubiquitin-specific protease USP2a; Potency, µM (series often up to 38.3 µM), for the others: at the top dose activity change, negative = inhibition, most hits filed as inhibitors; USP2 core, Ub-CHOP2 coupled fluorogenic reporter, 485/531; AID 463254; 0.01% of 330,000 active;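 also: potency is read from the fitted curve at half-maximal effect; plate controls were DMSO wells for no effect and full inhibition by NEM control for full effect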
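Deubiquitinase activity read as fluorescence (485/531 nm) after Ub-CHOP2 cleavage activates the enterokinase reporter on its substrate; USP2 core 10nM, Ub-CHOP2 and substrate 25nM each, 30min compound preincubation then 60min RT; data normalized to NEM, curves fitted.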
BRCA1 expr up = activators of BRCA1 expression. MCF7-BRCA1-FFLuc reporter, luminescence, 48 h; response scale: scaled: vehicle 0%, 10 µM genistein 100%. Potency, µM (doses to about 46.1 µM), for inactives: at the highest dose activation, hits mostly activators. 1.1% of 380,000 active. AID 624202; also: potency is read from the fitted curve at half-maximal effect; nearly all actives have a fitted effect of over 80% in size; some results filed as inactive show a strong effect at the top dose
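Cells: MCF7-BRCA1-FFLuc, 2000/well. Exposure: 48 h, 37 °C, 5% CO2. Read: luminescence, 15 min post-substrate. Controls: genistein 10 microM (maximal activation), DMSO (neutral).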
uPA generation = cell surface uPA generation inhibition; 0.31% of 330,000 active; AID 540303; cell surface uPA generation assay, qHTS; Potency, µM (doses to about 38.3 µM), for inactives: top-dose activity change, negative = inhibition, actives largely listed as inhibitors; active = well fitted inhibition curve with a large enough effect; inconclusive = small, poorly fitted or top-dose-only effect; inactive = no such curve, though single readings can be large or run the other way; tested in mouse RAW 264.7 cells; also: potency is read from the fitted curve at half-maximal effect; % is scaled to controls: 0 for no effect and ±100 for the full control effect; nearly all actives have a fitted effect of over 55% in size
ELG1 genotoxic = induces genotoxicity in HEK293T cells with luciferase-tagged ELG1; HEK293T ELG1-luciferase reporter, luminescence, 16 h; Potency, µM (highest dose often 46 µM), for inactives: top-dose activity change, positive = activation, usual class: activators; 1.3% of 330,000 active; also: potency is read from the fitted curve at half-maximal effect; % of control where 0% means no effect; nearly all actives have a fitted effect of over 60% in size
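Genotoxic stress is detected as increased luminescence from luciferase-tagged ELG1 in HEK293T cells, measured with ONE-Glo after a 16 hr treatment at 37 °C.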
B2AR arrestin = recruits beta-arrestin to the human beta2-adrenergic receptor; Potency, µM (series often up to 46.1 µM), inactives show at the highest dose activation, hits mostly activators; beta-arrestin recruitment to beta2AR, cell-based reporter; P07550; 0.02% of 330,000 active;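 also: potency is read from the fitted curve at half-maximal effect; 0% = DMSO controls and full agonism = EC100 isoproterenol or metaproterenol; nearly all actives have a fitted effect of over 65% in size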
TSG101-PTAP inh = blocks PTAP/TSG101 interaction to inhibit HIV-1 budding; Q99816; Fluorescence polarization, FITC-PTAP peptide / Tsg101 binding; Potency, µM (doses to about 115 µM), without a hit: at the top dose activity change, negative = inhibition, hits mostly inhibitors; 340,000 tested, under 10 active; AID 493005; active = well fitted inhibition curve with a large enough effect in the main read-out, with a control signal flat, not every such curve was filed as active; inconclusive = small, poorly fitted or top-dose-only effect, or effect the other way, or a change in a side signal; inactive = no such curve, though single readings can be large or run the other way; also: potency is read from the fitted curve at half-maximal effect; % of control where 0% means no effect
Target sequence (Q99816 whole entry, looked up): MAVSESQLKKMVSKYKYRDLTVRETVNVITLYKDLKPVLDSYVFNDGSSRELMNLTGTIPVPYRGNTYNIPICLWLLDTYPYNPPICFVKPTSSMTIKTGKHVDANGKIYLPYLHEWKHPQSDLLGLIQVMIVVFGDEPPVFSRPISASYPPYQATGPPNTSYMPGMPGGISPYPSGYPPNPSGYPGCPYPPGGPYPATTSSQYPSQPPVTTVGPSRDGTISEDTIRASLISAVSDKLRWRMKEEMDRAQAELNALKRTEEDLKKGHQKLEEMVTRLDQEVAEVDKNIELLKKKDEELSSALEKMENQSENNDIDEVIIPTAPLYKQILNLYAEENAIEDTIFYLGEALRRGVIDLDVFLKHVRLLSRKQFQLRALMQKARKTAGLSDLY
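FP read-out: FITC-PTAP peptide, 50 nM final, binding Tsg101 binding domain, 10 uM final; 20 min, r.t.; 10 mM HEPES pH 7.5, 0.15 M NaCl, 0.01% Tween 20, 3 mM EDTA, 0.1 mM TCEP.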
Eya2 inh = Eya2 (human) phosphatase inhibition. recombinant Eya2, OMFP fluorescence dephosphorylation (OMFP is methylfluorescein phosphate). Potency, µM (doses to about 76.9 µM), for inactives: top-dose activity, negative = inhibition, actives largely listed as inhibitors. 0.006% of 330,000 active. AID 488837; also: potency is read from the fitted curve at half-maximal effect; % is scaled to controls: 0 for no effect and ±100 for the full control effect
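Eya2 (0.2 uM) preincubated 10 min at ambient with compound, then OMFP substrate added at 50 uM; 10 min reaction in 50 mM HEPES pH 7.5, 50 mM NaCl, 5 uM MgCl2, 0.05% BSA, 1 mM DTT. Fluorescence read at Ex 485/Em 525 nm.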
p53 reactivation = restores transcriptional activity of mutant p53; H1299 p53-A138V BP100-luciferase reporter, luminescence, 24 h; Potency, µM (top dose mostly 92.2 µM), for inactives: at the top dose activity change, positive = activation, hits mostly activators; 0.063% of 320,000 active; also: potency is read from the fitted curve at half-maximal effect; % of control where 0% means no effect; nearly all actives have a fitted effect of over 45% in size
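H1299 (p53-null), stable ts p53-A138V + BP100-Luc; 1000 cells/well, Opti-MEM/10% FBS; cpd 4 pt, 1:5; 24 h, 37 deg C, 5% CO2; detection reagent 10 min RT; luminescence.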
TRPV1 agonist = agonists of human vanilloid receptor 1 (TRPV1). 0.19% of 320,000 active. TRPV1-expressing cells, Fluo-8 calcium influx, agonist mode. Q8NER1. activation, % at 8.33 µM; in the data active = activation above about 80%; inconclusive = between about 30% and that limit; also: 0% is about no effect
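Cells expressing TRPV1 were dye-loaded with Fluo-8 and read kinetically: 10 s baseline, 3 min after compound (agonist portion), then 2 min after EC20 capsaicin (allosteric enhancer portion). Calcium-bound dye fluorescence at 480/520 nm.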
Active calls of the source: *; ? = inconclusive; nt = no result given; [ ] = dose if it differs, or a comment. Unless noted, calls follow the shape of the dose curve; as a rule, active = well fitted curve in the direction sought with a large enough effect; inconclusive = small, poorly fitted or top-dose-only effect, or another doubt; inactive = no such curve, though single readings can be large; an effect the other way counts as inactive or inconclusive. Rows were taken by chance, and some 2.6% of all compounds hit somewhere here.

structure	USP2a inh	S-ASM inh	uPA generation	BRCA1 expr up	TSG101-PTAP inh	p53 reactivation	TRPV1 agonist	B2AR arrestin	a7 integrin act	ELG1 genotoxic	Eya2 inh
CN(C(=O)COC(=O)c1ccc(=O)n(Cc2ccccc2)n1)C1CCS(=O)(=O)C1 (configuration not stated)	1%	3%	7%	-7%	-5%	8%	-1	-0.2%	-5%	0%	-22%
O=C(/C=C/c1ccccc1)N1CCN(S(=O)(=O)c2ccc(F)cc2)CC1	4%	-6%	-7%	-24%	0%	0%	?	0.0%	14%	-3%	-7%
CCN(CC)S(=O)(=O)c1cc(NC(=O)CN2C(=O)NC3(CCCc4ccccc43)C2=O)ccc1C (configuration not stated)	1%	3%	0%	-31%	0%	-2%	1	-0.6%	-15%	-2%	-7%
CCOC(=O)N1CCN(C(=O)CN2C(=O)COc3ccc(S(=O)(=O)N4CCOCC4)cc32)CC1	-1%	0%	0%	-1%	-4%	-2%	-2	0.2%	?	3%	16%
CCC(=O)Oc1ccc2oc(=O)cc(C)c2c1	4%	1%	1%	17%	0%	?	-5	-0.7%	6%	0%	-1%
O=[N+]([O-])c1ccc(NN=Cc2cccc3ccccc23)cc1	nt	-1%	1%	-16%	-6%	nt	nt	nt	?	nt	nt
CC(C)C(O)(C#CCN1CCCCC1)C(C)C	6%	3%	4%	-19%	0%	-3%	-6	3.4%	-11%	4%	-7%
Cc1nc2ccccc2c(C(=O)O)c1-c1ccccn1	nt	1%	-1%	-17%	-6%	nt	nt	nt	3%	nt	nt
O=C(NCCN1CCCCC1)c1ccc(=O)oc1	nt	13%	nt	2%	0%	nt	3	nt	31%	nt	nt
O=C(Nc1nnc(CCN2CCCCC2)s1)c1ccccc1	14%	-5%	-1%	41%	0%	11%	-3	0.1%	-4%	-23%	14%
CCCn1c(-c2cc(OC)c(OC)c(OC)c2)nc2nc3ccccc3nc21	1%	0%	3%	-2%[1.84 µM]	-4%	-5%	2	-0.3%	1%	-2%	-10%
CCOc1ccc(C(=O)NCc2ccccn2)cc1	0%	7%	nt	?	-7%	17%	8	-1.7%	3%[7.66 µM]	?	14%[15.4 µM]
Cc1ccc(S(=O)(=O)N/N=C\c2cccnc2)cc1	0%	1%	10%	5%	0%	3%	1	-0.2%	31%	-3%	6%
COCCNC(=O)C(OC(=O)c1ccco1)c1ccc(OC)cc1 (configuration not stated)	nt	-1%	1%	-16%	0%	nt	nt	nt	?	nt	nt
COc1ccccc1CNC(=O)C1CCN(S(=O)(=O)c2c(C)noc2C)CC1	-3%	2%	4%	-14%	-1%	23%	-1	0.4%	20%	-1%	6%
C/C(=N\NS(=O)(=O)c1ccc(C)c([N+](=O)[O-])c1)c1ccc2c(c1)OCO2	8%	-12%	-3%	19%	-3%	5%	2	-0.9%	-22%	0%	-6%
CC(C)C(NC(=O)OCc1ccccc1)C(=O)NC(Cc1ccc(O)cc1)C(=O)O (configuration not stated)	4%	1%	2%	-1%	0%	-5%	0	0.3%	1%	0%	-7%
NC(=O)CNC(=O)[C@@H]1CC2(CC(c3ccc(Cl)cc3)=NO2)CN1C(=O)c1ccc(Br)cc1 (some centres not stated)	-6%	-6%	13%	-8%	-1%	0%	8	11%	11%	-1%	1%
CCOC(=O)C1CCN(C(=O)Cn2c(=O)c3cccn3c3cccnc32)CC1	3%	1%	2%	-6%	-2%	-2%	2	-1.1%	1%	0%	1%
COc1ccc(C(OC(=O)c2c(C)noc2C)C(=O)NC2CCCC2)cc1 (configuration not stated)	0%	5%	-1%	-6%	-6%	-7%	1	-0.1%	0%	4%	7%
CCCCn1c(N)c(N(CC(C)C)C(=O)CCCn2c(=O)oc3ccccc32)c(=O)[nH]c1=O	-2%	-1%	-1%	-55%	-3%	-3%	1	-0.2%	-36%	2%	4%
CCCCN(C(=O)c1ccco1)c1nnc(-c2cc(OC)c(OC)c(OC)c2)s1	1%	20%	3%	2%	-5%	-5%	-5	-0.1%	-12%	-4%	-35%
COc1ccc(CNC(=O)c2cnccn2)cc1	2%	6%	9%	0%	-7%	-2%	1	0.2%	21%	1%	19%
COc1ccc(-c2csc(NC(=O)C3CSC4(C)CCC(=O)N34)n2)c(OC)c1 (configuration not stated)	2%	-6%	-4%	-14%	-2%	-7%	29	0.1%	-1%	-15%	-21%
Cc1cccc(OCCC(=O)NCC(c2ccccc2)N(C)C)c1 (configuration not stated)	0%	3%	4%	3%	-6%	3%	21	0.1%	-5%[7.66 µM]	-1%	10%
Cc1cc(NC(=O)CCCN2C(=O)c3cccnc3C2=O)ccc1Br	2%	-3%	3%	0%	-1%	8%	1	-0.1%	16%	-1%	-29%
Cc1ccc(C)c(NCC(=O)c2ccc(Cl)cc2)c1	4%	-9%	3%	-46%	-4%	nt	8	0.2%	?	-6%	-29%
CCn1c(-c2ccccc2Cl)nn(CC(=O)NCCc2ccccc2)c1=S	5%	1%	2%	-13%	1%	-6%	-3	-0.6%	-18%	0%	-2%
CCc1ccc(C(=O)COC(=O)CNC(=O)c2ccc(N3C(=O)c4ccccc4C3=O)cc2)cc1	-2%	3%	nt	1%	-3%	-2%	2	5.7%	10%	-1%	-2%
O=C(COC(=O)Cc1n[nH]c(=O)c2ccccc12)Nc1c(Br)cc([N+](=O)[O-])cc1Br	nt	0%	3%	3%	-6%	nt	nt	nt	-6%	nt	nt

Brought forward from above: two entries, followed by the next part.
structure	USP2a inh	S-ASM inh	uPA generation	BRCA1 expr up	TSG101-PTAP inh	p53 reactivation	TRPV1 agonist	B2AR arrestin	a7 integrin act	ELG1 genotoxic	Eya2 inh
CCc1ccc(C(=O)COC(=O)CNC(=O)c2ccc(N3C(=O)c4ccccc4C3=O)cc2)cc1	-2%	3%	nt	1%	-3%	-2%	2	5.7%	10%	-1%	-2%
O=C(COC(=O)Cc1n[nH]c(=O)c2ccccc12)Nc1c(Br)cc([N+](=O)[O-])cc1Br	nt	0%	3%	3%	-6%	nt	nt	nt	-6%	nt	nt
Cn1c(SCc2ccccc2)nc2c1c(=O)[nH]c(=O)n2C	4%	2%	-1%	-4%	2%	-3%	5	0.1%	4%	7%	8%
COc1ccc(C(=O)COC(=O)CN2C(=O)c3ccccc3C2=O)c(OC)c1	2%	-1%	-2%	-2%	3%	17%	-1	-1.1%	?	4%	13%
CCS(=O)(=O)c1cc([N+](=O)[O-])c(Sc2ccccc2N)s1	-2%	4%	-2%	-15%	0%	11%	-3	0.3%	-17%	8%	-4%
S=c1[nH]nc(-c2ccco2)n1-c1cccc2ccccc12	0%	-4%	4%	1%	-2%	1%	0	-0.3%	8%	0%	11%
CC(=O)C[C@@H](O)CC(=O)[C@H]1OC(=O)[C@H](C)C/C=C\Cc2ccccc21	-1%	6%	2%	13%	-2%	-5%	nt	9.6%	0%	3%	-33%
Cc1ccc(CN2CCN(Cc3cnc(N4CCOCC4)s3)CC2CCO)cc1 (configuration not stated)	1%	3%	11%	-14%	-2%	-4%	1	0.0%	-20%	-1%	-10%
COc1ccc2c(c1)C(=O)C(=O)N2CCS(=O)(=O)c1ccccc1	3%	1%	3%	0%	-1%	9%	2	-0.1%	-45%[inhibitor]	0%	3%
C[C@H]1CNC(=O)C(=O)N1C[C@H](Cc1ccc(O)cc1)NC(=O)CC12CC3CC(CC(C3)C1)C2	3%	-5%	5%	12%	0%	4%	1	0.4%	4%	-1%	7%
Cc1[nH]c2ccccc2c1/C=N/NC(=O)c1cc(-c2ccccc2)n[nH]1	3%	-8%	-1%	-41%	-5%	1%	0	3.0%	23%	-11%	11%
Cc1cccc(C(=O)NN/C=C/C(=O)c2ccccc2)c1	0%	-1%	5%	-37%	0%	-3%	2	-0.2%	4%	2%	7%

Two compounds picked at random from the list so far, as already listed:
structure	USP2a inh	S-ASM inh	uPA generation	BRCA1 expr up	TSG101-PTAP inh	p53 reactivation	TRPV1 agonist	B2AR arrestin	a7 integrin act	ELG1 genotoxic	Eya2 inh
C[C@H]1CNC(=O)C(=O)N1C[C@H](Cc1ccc(O)cc1)NC(=O)CC12CC3CC(CC(C3)C1)C2	3%	-5%	5%	12%	0%	4%	1	0.4%	4%	-1%	7%
Cc1cccc(C(=O)NN/C=C/C(=O)c2ccccc2)c1	0%	-1%	5%	-37%	0%	-3%	2	-0.2%	4%	2%	7%
